Vif-APOBEC3G blk – qHTS for Inhibitors of Vif-A3G Interactions: qHTS. AID 602310, 2012. HeLa A3G-eYFP + Vif (tagged APOBEC3G with the HIV-1 protein that degrades it), YFP fluorescence, overnight. 410,000 tested, 0.076% active. Potency, µM (series often up to 46.1 µM), for the others: top-dose activity, negative = active, most hits filed as inhibitors. DNA dC->dU-editing enzyme APOBEC-3G (Homo sapiens), Q9HC16;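 also: potency is read from the fitted curve at half-maximal effect; % is scaled to controls: 0 for no effect and ±100 for the full control effect; nearly all actives have a fitted effect of over 60% in size; hits raise eYFP signal because A3G escapes Vif-driven loss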
Target sequence (Q9HC16 whole entry, looked up): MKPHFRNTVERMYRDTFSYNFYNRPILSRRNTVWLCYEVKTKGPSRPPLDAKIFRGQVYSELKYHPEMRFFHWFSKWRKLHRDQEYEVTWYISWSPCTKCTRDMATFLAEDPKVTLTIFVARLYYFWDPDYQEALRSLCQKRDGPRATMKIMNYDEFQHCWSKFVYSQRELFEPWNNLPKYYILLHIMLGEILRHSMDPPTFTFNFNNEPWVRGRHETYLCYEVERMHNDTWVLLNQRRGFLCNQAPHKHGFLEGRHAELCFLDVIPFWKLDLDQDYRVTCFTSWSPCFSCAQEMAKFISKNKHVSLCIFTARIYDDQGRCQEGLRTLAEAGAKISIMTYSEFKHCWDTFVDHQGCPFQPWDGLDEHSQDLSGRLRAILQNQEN
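Read-out is eYFP fluorescence (Ex 488/Em 500-530) from Vif-expressing HeLa A3G-eYFP cells; more signal means A3G escaped Vif-mediated degradation. Cells plated overnight, compound pinned in, incubated overnight at 37 deg C.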
RGS4 inhibitor – Inhibitors of Regulator of G Protein Signaling (RGS) 4: qHTS | Transcreener GDP fluorescence polarization, RGS4-accelerated GTP hydrolysis | Potency, µM (top dose mostly 114 µM), without a hit: at the highest dose activity change, negative = inhibition, hits mostly inhibitors | Regulator of G-protein signaling 4 (Homo sapiens), P49798 | 390,000 tested, 0.039% active; also: potency is read from the fitted curve at half-maximal effect; % is scaled to controls: 0 for no effect and ±100 for the full control effect; nearly all actives have a fitted effect of over 75% in size; some results filed as inactive show a strong effect at the top dose
Target sequence (P49798 whole entry, looked up): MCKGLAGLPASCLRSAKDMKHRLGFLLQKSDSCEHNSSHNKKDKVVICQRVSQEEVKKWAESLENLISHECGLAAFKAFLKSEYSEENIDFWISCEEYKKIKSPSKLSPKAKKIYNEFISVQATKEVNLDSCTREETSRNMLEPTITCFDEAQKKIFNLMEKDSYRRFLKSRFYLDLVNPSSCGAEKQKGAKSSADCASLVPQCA
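MLSMR compounds (23 nl, pin-transferred) preincubated 10 min at room temperature with a 500nM (2x) first reagent, then RGS4 at 900nM (2x) plus Transcreener GDP mix added; fluorescence polarization (620/688 nm) read before and after 90 min at 30 °C.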
TrxR1 inh – qHTS Assay for Inhibitors of Mammalian Selenoprotein Thioredoxin Reductase 1 (TrxR1): qHTS. Potency, µM (doses to about 114 µM), for inactives: at the highest dose activity change, negative = inhibition, most hits filed as inhibitors. recombinant rTrxR1, NADPH fluorescence consumption, selenite substrate. AID 588453, 2011. 390,000 tested, 1% active. Thioredoxin reductase 1, cytoplasmic (Rattus norvegicus), O89049; also: potency is read from the fitted curve at half-maximal effect; % is scaled to controls: 0 for no effect and ±100 for the full control effect; nearly all actives have a fitted effect of over 65% in size
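Rat TrxR1 (90 nM in the dispensed reagent) was pre-reduced with 400 uM NADPH for 5 min at room temperature, then incubated with compound for 15 min. After 400 uM selenite was added, NADPH fluorescence (Ex 340/Em 450 nm) was followed for 8 min.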
Vif-APOBEC3F blk – qHTS for Inhibitors of Vif-A3F Interactions: qHTS; HeLa A3F-eYFP + Vif (tagged APOBEC3F with the HIV-1 protein that degrades it), YFP fluorescence increase; Potency, µM (titrated, usually from 46.1 µM), inactives show at the top dose activity, negative = active; 390,000 tested, 0.2% active; also: potency is read from the fitted curve at half-maximal effect; % of control where 0% means no effect; nearly all actives have a fitted effect of over 65% in size
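HeLa cells stably expressing A3F-eYFP plus Vif, plated and incubated overnight at 37 deg C, then exposed to compounds overnight at 37 deg C. Blocked degradation read as raised yellow fluorescence (Ex 488/Em 500-530).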
TrxR1 substrate – qHTS Assay for Substrates of Mammalian Selenoprotein Thioredoxin Reductase 1 (TrxR1): qHTS; purified TrxR1 substrate turnover, NADPH consumption readout; 390,000 tested, 0.01% active; Potency, µM (top dose mostly 114 µM), inactives show at the highest dose activity change, negative = substrate turnover; Thioredoxin reductase 1, cytoplasmic (Rattus norvegicus), O89049; also: potency is read from the fitted curve at half-maximal effect; % is scaled to controls: 0 for no effect and ±100 for the full control effect; nearly all actives have a fitted effect of over 50% in size
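Rat TrxR1, dispensed at 90 nM, was prereduced with 400 uM NADPH (final) for 5 min at ~22 deg C, then incubated with compound 15 min before 400 uM selenite. A first-read NADPH fluorescence drop versus no-compound background flagged substrates.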
IDH1 R132H inh – qHTS for Inhibitors of mutant isocitrate dehydrogenase 1 (IDH1): qHTS | Potency, µM (titrated, usually from 76.6 µM), for the others: top-dose activity change, negative = inhibition, usual class: inhibitors | Isocitrate dehydrogenase [NADP] cytoplasmic (Homo sapiens), O75874 | IDH1-R132H enzyme, NADPH consumption, diaphorase/resazurin fluorescence | 390,000 tested, 0.093% active; also: potency is read from the fitted curve at half-maximal effect; % is scaled to controls: 0 for no effect and ±100 for the full control effect; nearly all actives have a fitted effect of over 65% in size
Target sequence (O75874 whole entry R132H, stated change not applied): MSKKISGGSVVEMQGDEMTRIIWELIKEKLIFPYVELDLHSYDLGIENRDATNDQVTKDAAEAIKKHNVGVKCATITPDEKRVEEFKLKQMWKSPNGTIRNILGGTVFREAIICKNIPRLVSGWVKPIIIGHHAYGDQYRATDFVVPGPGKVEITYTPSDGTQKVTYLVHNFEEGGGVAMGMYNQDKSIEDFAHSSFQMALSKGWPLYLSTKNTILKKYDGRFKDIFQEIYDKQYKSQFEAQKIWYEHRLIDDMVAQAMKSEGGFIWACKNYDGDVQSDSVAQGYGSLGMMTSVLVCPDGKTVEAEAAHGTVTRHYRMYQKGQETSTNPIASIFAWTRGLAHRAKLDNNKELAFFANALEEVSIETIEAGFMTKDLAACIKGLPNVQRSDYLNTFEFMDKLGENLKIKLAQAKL
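IDH1-R132H (0.5 ug/mL) preincubated 30 min with compound, then NADPH (0.016 mM) and alpha-KG (2 mM) added; 80 min at RT, pH 7.5. Remaining NADPH coupled via diaphorase/resazurin to fluorescence (540/590 nm); concentration-response curves normalized to no-enzyme control.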
Glioma ERSR ind – qHTS for Inducers of the Endoplasmic Reticulum Stress Response (ERSR) in Human Glioma: qHTS. U87-MG GRP78 promoter luciferase reporter, 16 h. Potency, µM, inactives show top-dose activation, hits mostly activators. 420,000 tested, 0.02% active; also: potency is read from the fitted curve at half-maximal effect; series mostly up to about 76 µM; % of control where 0% means no effect; nearly all actives have a fitted effect of over 35% in size
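ERSR induction read as luciferase luminescence (Bright-Glo, 10 min at room temperature) in stably transfected human U87-MG glioma cells exposed to compounds for 16 h, using GRP78 as sensor.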
LDHA inh – qHTS assay for inhibitors of human lactate dehydrogenase; L-lactate dehydrogenase A chain (Homo sapiens), P00338; purified LDHA, NADH/diaphorase-resazurin fluorescence; hits give low values; activity change, % (values are at about 110 or 230 µM); 480,000 tested, 0.15% active; AID 1347041, 2019; in the data active = activity change below about -30%; inconclusive = mostly about -25% to -30%;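 also: plate controls were DMSO wells for no effect and wells without enzyme for full effect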
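Remaining NADH was detected by diaphorase (0.133 mg/mL) converting 37 µM resazurin to fluorescent resorufin, read at 0 and 20 minutes. The preceding 5-minute room-temperature reaction used 2 nM LDHA, 0.2 mM sodium pyruvate and 0.06 mM NADH at pH 7.4.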
USP1-UAF1 inh – Inhibitors of USP1/UAF1: Primary Screen | Ubiquitin carboxyl-terminal hydrolase 1 (Homo sapiens), O94782 | recombinant USP1/UAF1, Ub-Rhodamine cleavage fluorescence | Potency, µM (doses to about 57.1 µM), without a hit: top-dose activity change, negative = inhibition, hits mostly inhibitors | 390,000 tested, 0.23% active | AID 743255, 2014; also: potency is read from the fitted curve at half-maximal effect; % is scaled to controls: 0 for no effect and ±100 for the full control effect; nearly all actives have a fitted effect of over 60% in size; inactives centre near -12
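USP1/UAF1 complex (1 nM) preincubated 15 min at room temperature with compound, then Ub-Rho substrate (150 nM final) added. Kinetic fluorescence at 480/540 nm over 6 reads at 60 s intervals; 50 mM HEPES pH 7.8, 0.5 mM EDTA, 0.1 mg/ml BSA, 1 mM TCEP, 0.01% Tween-20.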
Starred values were filed as active, the others as inactive; ? = inconclusive; / = not tested or not shown; & = joins results of further samples; [ ] = remark or other dose. Unless noted, calls follow the shape of the dose curve; as a rule, active = well fitted curve in the direction sought with a large enough effect; inconclusive = small, poorly fitted or top-dose-only effect, or another doubt; inactive = no such curve, though single readings can be large; an effect the other way counts as inactive or inconclusive. These rows are one share of the data; count on the stated rates, not on these rows.

SMILES | Vif-APOBEC3G blk | RGS4 inhibitor | TrxR1 inh | Vif-APOBEC3F blk | TrxR1 substrate | IDH1 R132H inh | Glioma ERSR ind | LDHA inh | USP1-UAF1 inh
CN1CCN(S(=O)(=O)c2ccc3[nH]cc(C(=O)O)c(=O)c3c2)CC1 | -6% | 12% | 6% | 0% | 8% | -1% | -3% | -15 | -14%
CC(NC(=O)CN(C)Cc1cccc(Cl)c1)c1ccccc1 (stereo unspecified) | -1% | -7% | 12% | 1% | 2% | 13% | 0% | -10 | -8%
CCOC(=O)c1c(C)[nH]c(C(=O)COC(=O)c2cc(C)oc2C)c1C | -8% | 22% | -17% | -2% | -4% | -16% | -6% | -5 | -17%
CCC(c1nnc(SCC(=O)Nc2ccc(C(=O)N(C)C)cc2)n1Cc1ccccc1)N(C)C (stereo unspecified) | 1% | 11% | -1% | -5% | -3% | 16% | -4% | -5 | -7%
CC(C)OC(=O)c1c(NS(=O)(=O)c2ccccc2)sc2c1CCCC2 | 5% | -51%[11.4 µM] | -35% | 4% | -7% | -1% | ? | 0 | -10%
CN(C(=O)c1cccc(NC(=O)Cc2ccc(NC(=O)C3CCN(C(=O)c4ccccc4)CC3)cc2)c1)C1CCCCC1 | -8% | 12% | 13% | 1% | -3% | 3%[38.3 µM] | 4% | -11 | -8%
Cc1ccc(C(=O)NC(=S)Nc2cc(C(F)(F)F)ccc2Cl)cc1 | -1% | -16% | 5% | 4% | -3% | -3% | 0% | -2 | -22%
O=C(O)c1cccc(N/N=C/c2cccc3ccccc23)c1 | 0% | -22% | 2% | -11% | -5% | 4% | -14% | -6 | -21%
Cc1ccc(S(=O)(=O)NC(CC(=O)n2nc(C)cc2C)c2ccccc2)cc1 (stereo unspecified) | -3% | 4% | -3% | -8% | 3%[57.1 µM] | 1% | -4% | 0 | -12%
COc1ccc(-c2nn(Cc3ccccc3)cc2C(=O)N2CCN(c3ncccn3)CC2)cc1OC | -9% | 15% | 4% | 3% | -3% | -2% | -4% | -9 | -8%
O=C(Nc1ccccc1N1CCCCC1)C1=COCCO1 | -3% | -6% | 24% | -16% | 3% | 0% | -3% | -1 | -26%
COc1cc(/C=N\N=C2/SC(CC(=O)O)C(=O)N2c2ccc(O)cc2)ccc1O (stereo unspecified) | -3% | -21% | ? | -10% | -2% | -3% | 0% | -7 | -4%
O=C(NC1CCCCC1)c1cccnc1C(=O)O | 0% | -18% | 0% | -10% | 8% | 0% | -5% | 4 | -9%
CC(C)(C)C(=O)Nc1ccccc1C(=O)Nc1cccnc1 | 1% | 21% | 0% | -2% | -2% | 5% | 1% | -10 | -11%
COc1ccc(C(=O)CSc2nnc(CNC(=O)c3ccc(OC)c(OC)c3)n2C)cc1 | 0% | -27% | -23% | 1% | -10% | 1% | -1% | -7&-3 | -1%
CCN1c2ccccc2N(C)C1(C)c1ccccc1 (stereo unspecified) | ? | ? | 45µM* | ? | -10% | 22% | -6% | 28 | ?
CCOC(=O)C1=C(N)Oc2cc(C)n(CCc3ccc(OC)c(OC)c3)c(=O)c2C1c1cccnc1 (stereo unspecified) | -5% | -10% | 7% | 4% | 5% | 9% | -2% | -1 | -13%
C=CCc1cc(Cl)ccc1OCCOCCNC(C)CC (stereo unspecified) | 2% | 2% | 8%[57.1 µM] | 4% | 8%[57.1 µM] | 2% | -2% | -19 | -1%
N#CC(c1ccccc1)C(CC(=O)c1ccccc1)c1ccccc1 (stereo unspecified) | 2% | / | / | -7% | / | 5% | -3% | -4 | ?
Cc1cc(C)c(NC(=O)C2CCC(=O)N2)c(C)c1 (stereo unspecified) | 2% | 8% | 2% | 25% | -4% | 9% | -5% | -4 | -9%
Cc1ccccc1CN1CCN(C/C=C/c2ccccc2)CC1 | 0% | -23% | 20% | -16% | -7% | 0% | -2% | -14 | -12%
Cc1ncc(CSc2nc3ccccc3[nH]2)c(N)n1 | -3% | 31% | 2% | -3% | 8% | 10% | -1% | -7 | -2%
Cc1cc(NC(=O)COC(=O)c2ccccc2NCCO)no1 | 0% | 5% | -2% | 9% | 297%[activator] | 9% | 1% | 2 | -13%
O=C(NCCc1ccccc1)Nc1cccc(Cl)c1 | -2% | 2% | -8% | -7% | -8% | 7% | 5% | 1 | -7%
Cc1ccc2c(c1)C(c1ccc(F)cc1)N(C(=O)c1ccccc1Br)CC(=O)N2 (stereo unspecified) | -9% | -9% | 9% | -6% | 1% | 1% | -5% | 1 | -15%

Next section; the last 5 above are carried over.
SMILES | Vif-APOBEC3G blk | RGS4 inhibitor | TrxR1 inh | Vif-APOBEC3F blk | TrxR1 substrate | IDH1 R132H inh | Glioma ERSR ind | LDHA inh | USP1-UAF1 inh
Cc1ccccc1CN1CCN(C/C=C/c2ccccc2)CC1 | 0% | -23% | 20% | -16% | -7% | 0% | -2% | -14 | -12%
Cc1ncc(CSc2nc3ccccc3[nH]2)c(N)n1 | -3% | 31% | 2% | -3% | 8% | 10% | -1% | -7 | -2%
Cc1cc(NC(=O)COC(=O)c2ccccc2NCCO)no1 | 0% | 5% | -2% | 9% | 297%[activator] | 9% | 1% | 2 | -13%
O=C(NCCc1ccccc1)Nc1cccc(Cl)c1 | -2% | 2% | -8% | -7% | -8% | 7% | 5% | 1 | -7%
Cc1ccc2c(c1)C(c1ccc(F)cc1)N(C(=O)c1ccccc1Br)CC(=O)N2 (stereo unspecified) | -9% | -9% | 9% | -6% | 1% | 1% | -5% | 1 | -15%
COc1ccccc1/C=C1\SC(=S)N(CCC(=O)NCCc2ccc(O)cc2)C1=O | -15% | -34% | 12% | ? | -3% | -8% | -4% | -7 | -11%
COc1ccc(-n2cnc3scc(-c4ccccc4)c3c2=O)cc1 | -6% | 7% | 7%[57.1 µM] | -6% | -4% | 3% | -7% | -2 | 9%
CCOc1cc(/C=C2/C(=O)N(c3ccccc3)N=C2C)ccc1OC(=O)c1ccco1 | 1% | ? | ? | 0% | -7% | 4% | -5% | 21 | ?
CC(C)(C)C(=O)NC(=S)Nc1cc(C(=O)O)ccc1Cl | 0% | -35%[11.4 µM] | -8%[57.1 µM] | 8% | -2%[57.1 µM] | -2% | -3% | -4 | -5%
CCOC(=O)c1[nH]c(C)c(CCC(=O)N2CCN(c3ccccc3)CC2)c1C | -4% | 0% | 16%[57.1 µM] | 2% | 1%[57.1 µM] | 15% | -1% | 1 | -9%
O=S1(=O)CC2NC(=S)N(c3cccc(Br)c3)C2C1 (stereo unspecified) | 1% | 15% | 21% | 3% | 1% | -8% | -3% | 1 | -20%
CCc1ccccc1N1CC(C(=O)N2Cc3ccccc3CC2C(N)=O)CC1=O (stereo unspecified) | 2% | 15% | 18% | 1% | 3% | 0% | 2% | -2 | -23%
COc1ccc(CCNC(=O)C2CCN(Cc3nc(-c4ccccc4F)oc3C)CC2)cc1OC | 0% | 29% | -8%[57.1 µM] | -6% | 1%[57.1 µM] | 4% | -3% | 0 | 4%
COc1ccccc1N1CCN(Cc2nc(-c3cc(OC)c(OC)c(OC)c3)no2)CC1 | -1% | -14% | ? | -1% | -11% | 24% | -4% | -1 | -17%
O=C(COc1ccccc1F)Nc1cc(S(=O)(=O)N2CCOCC2)ccc1N1CCOCC1 | 4% | 1% | 27% | 11% | 4% | 3% | -5% | -2 | -22%
COC(=O)/C=c1/s/c(=C(/C#N)C(=O)N2CCOCC2)n(-c2ccccc2)c1=O | 1% | -5%[11.4 µM] | ? | 3% | -20% | 7% | -5% | -4 | 5%
CCNc1nc2c(c(=O)n(C)c(=O)n2C)n1Cc1ccc(Cl)cc1 | 1% | 14% | 10% | 1% | 4% | 6% | -3% | 2 | -23%
COc1cccc(-c2cc(C(=O)Nc3ccc(F)cc3)[nH]n2)c1 | 3% | 10% | 11% | 1% | 6% | 1% | 1% | -3 | 6%
CCN(CC(=O)Nc1ccc(C(=O)OC)cc1)Cc1ccccc1 | -1% | 10% | 1% | -2% | -2% | 3% | -2% | -8 | -5%
